# Screens (PubChem)
# aSyn yeast inh: alpha-synuclein toxicity inhibition in yeast; Yeast expressing alpha-synuclein, growth rescue, BacTiter-Glo, 24 h; Potency, µM (titrated, usually from 46.1 µM), inactives show top-dose growth rescue (activation), usual class: activators; 370,000 tested, 0.14% active; note: % of control where 0% means no effect; nearly all actives have a fitted effect of over 65% in size
#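 Rescue of yeast growth: cells expressing toxic alpha-synuclein, induced in galactose at OD600 0.02, incubated with compound 24 h at 30 C. ATP luminescence quantified growth; inhibitors of toxicity appear as activators.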
# EPAC1 ag: EPAC1 (human) agonism; EPAC1 agonist qHTS, biochemical assay; response scale: 100% = response to 6.5 mM cAMP; Potency, µM (highest dose often 154 µM), inactives show top-dose activation, usual class: activators; 360,000 tested, 0.073% active; AID 720707; note: nearly all actives have a fitted effect of over 60% in size
#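 Nucleotide exchange assay: 100 nM EPAC1 with 250 nM Rap1B loaded with BODIPY-GDP and 50 uM GDP, room temperature. Fluorescence (480/540 nm) read every 5 min for 30 min; signal change normalized to 6.5 mM cAMP as full agonist.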
# EPAC1 antagonist: blocks human EPAC1 exchange factor; Potency, µM (titrated, usually from 115 µM), inactives show top-dose activity change, negative = inhibition, actives largely listed as inhibitors; AID 720709; O95398; 360,000 tested, 0.14% active; EPAC1 GEF assay, Rap1b-BODIPY-GDP exchange fluorescence;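 note: plate controls were vehicle for no effect and positive control for full effect; nearly all actives have a fitted effect of over 50% in size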
# EPAC2 ag: agonists of human EPAC2 (RAPGEF4) | Potency, µM (doses to about 154 µM), without a hit: at the top dose activation, hits mostly activators | Q8WZA2 | 360,000 tested, 0.079% active | AID 720711 | EPAC2 activation, biochemical qHTS; response scale: 100% = 6.5 mM cAMP response; note: nearly all actives have a fitted effect of over 50% in size
#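 EPAC2 (100 nM) mixed with Rap1B loaded with BODIPY-GDP (250 nM) plus 50 uM unlabeled GDP; compounds pinned in, 5 min RT, then read every 5 min for 30 min (ex 480, em 540 nm). Normalized to cAMP control.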
# PTHR1 agonist: activates the human parathyroid hormone receptor PTHR1; AID 743266; Potency, µM (doses to about 115 µM), inactives show top-dose activation, hits mostly activators; 410,000 tested, 0.075% active; HEK293 GP2 PTHR1 cells, GloSensor cAMP luminescence, 1 h; note: nearly all actives have a fitted effect of over 55% in size; some results filed as inactive show a strong effect at the top dose; inactives centre near -15; many of its hits are not listed in these tables
# Target sequence (Q03431 whole entry, looked up): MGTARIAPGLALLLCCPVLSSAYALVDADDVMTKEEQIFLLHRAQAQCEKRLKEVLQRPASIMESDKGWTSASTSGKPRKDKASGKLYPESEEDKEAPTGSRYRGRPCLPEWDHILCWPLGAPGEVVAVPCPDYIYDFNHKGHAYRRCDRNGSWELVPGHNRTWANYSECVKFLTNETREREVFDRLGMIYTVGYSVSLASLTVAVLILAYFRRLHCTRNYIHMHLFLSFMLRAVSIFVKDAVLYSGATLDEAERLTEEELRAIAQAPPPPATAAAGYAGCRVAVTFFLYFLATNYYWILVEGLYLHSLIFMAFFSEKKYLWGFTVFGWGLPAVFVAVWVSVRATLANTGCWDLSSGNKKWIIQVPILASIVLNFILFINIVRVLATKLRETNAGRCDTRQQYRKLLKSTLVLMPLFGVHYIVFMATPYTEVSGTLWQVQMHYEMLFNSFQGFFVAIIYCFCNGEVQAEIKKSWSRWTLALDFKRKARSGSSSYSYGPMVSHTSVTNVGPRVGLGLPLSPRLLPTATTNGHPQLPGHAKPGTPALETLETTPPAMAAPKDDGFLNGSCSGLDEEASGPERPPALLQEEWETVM
#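 HEK-293-derived GP2 cells expressing PTHR1 and a GloSensor cAMP reporter, 3,000/well, plated overnight, given luciferin plus IBMX (each 0.5 mM as added) for 1 h at 37 °C, then compound for 1 h at 37 °C. Luminescence was read after 15 min at room temperature.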
# FUS suppressor: FUS proteinopathy suppression in yeast; S. cerevisiae FUS-expressing, growth rescue, OD600, 24 h; Potency, µM (series often up to 76.6 µM), for the others: at the highest dose growth rescue (activation), usual class: activators; 390,000 tested, 0.24% active;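 note: plate controls were DMSO vehicle for no effect and reference control for full effect; nearly all actives have a fitted effect of over 55% in size; some results filed as inactive show a strong effect at the top dose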
#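 S. cerevisiae expressing FUS from galactose induction served as the toxicity model. Growth after 24hr at 30C, read as absorbance at 600 nm, indicates suppression of toxicity; compounds dosed at several concentrations.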
# TDP43 rescue: inhibitors of TDP-43 toxicity in yeast; Potency, µM (titrated, usually from 46.1 µM), for inactives: at the highest dose growth rescue (activation), most hits filed as activators; 410,000 tested, 1.8% active; TDP-43 expressing yeast growth rescue, BacTiter-Glo, 24 h; note: % of control where 0% means no effect; nearly all actives have a fitted effect of over 50% in size
#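 Galactose-induced TDP-43 yeast, OD600=0.02, compound pinned; 24 hr, 30 deg C; BacTiter-Glo luminescence for growth. Inhibitors of TDP-43 toxicity read as activators.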
# EPAC2 antag: EPAC2 (human) antagonism; Potency, µM (series often up to 114 µM), for inactives: top-dose activity, negative = inhibition, actives largely listed as inhibitors; 360,000 tested, 0.18% active; Q8WZA2; EPAC2 GEF exchange of Rap1B-BODIPY-GDP, fluorescence; note: % is set by controls: 0 for no effect and ±100 for the full control effect; nearly all actives have a fitted effect of over 45% in size; many of its hits are not listed in these tables
# * hit, by the source's call; i = inactive; ? = inconclusive; . = not tested or not shown; & = joins results of further samples; [ ] = dose if it differs, or a comment. Calls come from the whole dose curve; as a rule, active = well fitted curve in the direction sought with a large enough effect; inconclusive = small, poorly fitted or top-dose-only effect, or another doubt; inactive = no such curve, though single readings can be large; an effect the other way counts as inactive or inconclusive. Potency is the fitted concentration of half-maximal effect.
compound	aSyn yeast inh	EPAC1 ag	EPAC1 antagonist	EPAC2 ag	PTHR1 agonist	FUS suppressor	TDP43 rescue	EPAC2 antag
Cc1ccc(NC(=O)c2cc(S(=O)(=O)N3CCCCC3)cs2)cc1	6%	25%	-22%	16%	2%[57.5 µM]	0%	-11%	-13%
COc1ccc([C@H]2CC(=O)C[C@@H](CCn3nnc4ccccc43)O2)cc1	6%	-2%	0%	3%	i	0%	32%	-3%
CC1CC(C)CN(C(=O)CSc2ccsc2[N+](=O)[O-])C1 (centres undefined)	-1%	4%	-23%	2%	-20%	-14%	?	-6%
O=C(NNS(=O)(=O)c1ccccc1F)c1cc(-c2ccccc2)n[nH]1	1%	5%	-9%	8%	4%	19%	0%	-1%
Cc1onc(-c2c(Cl)cccc2Cl)c1C(=O)NCc1cccs1	0%	8%	-19%	-5%	-7%	9%	14%	-1%
COc1ccc(CNS(=O)(=O)c2csc(C(N)=O)c2)cc1OC	-2%	0%	-29%	9%	19%	-10%&-10%	-11%&3%	1%
Cc1ccc(NC(=S)N(CCCN2CCCC(C)C2)Cc2ccco2)cc1C (centres undefined)	-3%	-12%	5%	-10%	i	16%	-9%	0%
CSc1ccc(-c2nc(CN3CCCCC3c3cccnc3)c(C)o2)cc1 (centres undefined)	3%	10%	-6%	9%	i	23%	-22%	-1%
O=S(=O)(/N=C(/Nc1cc(N2CCOCC2)ncn1)c1ccc(F)cc1)c1ccccc1	-6%&2%	5%&-4%	7%&22%	-4%&3%	-2%[57.5 µM]	13%	-6%&-8%	-1%&13%
COc1ccc(C2C(C(=O)c3cccs3)=C(O)C(=O)N2c2nncs2)cc1 (centres undefined)	-1%	-7%	-10%	-21%	i	38%	-11%	18%
C#CCn1c(=NC(=O)CN2C(=O)CCC2=O)sc2cccc(OC)c21	8%	6%	-20%	4%	-8%	35%	11%	-6%
Clc1ccc(C2CSc3c4ncnc-4ncn32)cc1 (centres undefined)	-1%	1%	-11%	4%	-23%	17%	-6%[1.82 µM]	-3%
CC1CCCCC1NC(=O)NC(=O)COC(=O)c1nccnc1N (centres undefined)	-12%	-6%	-1%	-2%	-21%	14%	21%	17%
CC(C)(Cc1ccc(O)cc1)NC(=O)CC(=O)N/N=C/c1ccc([N+](=O)[O-])cc1	2%	3%	-5%	7%	-20%	16%	-3%	-2%
Fc1ccc(Oc2nc(-c3ccccc3)nnc2C(F)(F)F)cc1	?	-4%	9%	6%	-14%	-7%	10%	6%
O=C(O)C1CC=C(Cl)CC1C(=O)NCc1ccccc1 (centres undefined)	5%	-2%	-4%	2%	i	11%	-14%	7%
Cc1cnc(CN2CCc3c([nH]c4ccccc34)C2CC(C)C)[nH]1 (centres undefined)	-4%	-3%	-11%	5%	-8%	14%	-16%	1%
COc1cccc(N(CC(=O)NCc2cccnc2)S(C)(=O)=O)c1	0%	7%	-17%	1%	i	8%	-5%	7%
CSc1ccccc1C(=O)C1CCCN(S(=O)(=O)N(C)C)C1 (centres undefined)	4%	3%	-9%	9%	-21%	16%	9%	0%
CSc1nc(C)cc(C)c1S(=O)(=O)c1ccccc1C	0%	13%	-17%	21%	-26%[57.5 µM]	-11%	11µM*	35µM*
CCc1nnc(NS(=O)(=O)c2ccc(N3C(=O)c4ccc(C(=O)O)cc4C3=O)cc2)s1	-9%	6%	-6%	3%	-11%	7%	-6%	1%
O=C(Nc1cccc2cccnc12)C1CCCC1	2%	1%	2%	13%	i	-5%	?	6%
O=C(CN1C(=O)COc2ccccc21)NCc1ccccn1	5%	-2%	7%	-4%	-7%[57.5 µM]	10%	-4%	3%
CN(NC(=S)Nc1ccc(OC(F)F)cc1)C(=S)Nc1ccc(OC(F)F)cc1	-21%	-4%	-7%	9%	i	-2%	18%	4%
COc1ccc(C=NNC(=O)c2ccccc2NS(=O)(=O)c2cccs2)cc1O	0%	-1%	-7%	-2%	-16%	.	8%	4%
O=C(COc1cccc(Oc2ccccc2)c1)Nc1ncccn1	-6%	10%	2%	11%	i	-8%	4%	-3%
COc1ccc([N+](=O)[O-])cc1-n1cccc1	-1%	6%	-24%	8%	-15%	.	-4%	9%
OCCN(Cc1ccccc1)c1ncnc2sccc12	8%	11%	5%	5%	-24%	-1%	3%	17%
Nc1ncnc2c1ncn2[C@@H]1O[C@H](CNC(=O)[C@@H](N)COCc2ccccc2)[C@@H](O)[C@H]1O	-2%	-7%	18%	5%	-5%	-20%	1%	-4%
NNC(=O)CCCCCCCCCCOCCCCO	-15%	5%	22%	7%	-6%	31%	?	3%
CCOC(CNC(=O)c1cccc([N+](=O)[O-])c1)OCC	2%	2%	-1%	-1%	i	-34%	4%	-11%
CCOC(=O)C1CCN(C(=O)c2ccc(NS(=O)(=O)c3ccc(F)cc3C)cc2)CC1	1%	-5%	1%	6%	-16%	18%	-1%[9.22 µM]	14%
CCCCC1(c2ccc(F)cc2)NC(=O)N(CC(=O)Nc2ccc(N3CCOCC3)cc2)C1=O (centres undefined)	-5%	10%	-18%	13%	-95%[inhibitor]	37%	-4%	-14%
COc1ccc(-c2cc(C(=O)Nc3cccc(Cl)c3)no2)cc1	-1%	9%	-1%	4%	i	-5%	17%	-3%
Cn1nnnc1SCCNC(=O)C1CCC(=O)N(Cc2ccccc2F)C1 (centres undefined)	2%	-4%	-1%	6%	i	-26%	17%	-2%
NC(=O)c1ccc(N2CCC(C(N)=O)CC2)c([N+](=O)[O-])c1	-3%	-3%	0%	6%	-4%	-9%	7%	-4%
c1ccc(Cn2c[n+](Cc3ccccc3)c3ccccc32)cc1	-1%	-9%	-24%	-16%	-94%[inhibitor]	15%	14%	4%
BrCCOCCOc1ccc2ccccc2c1	2%	-1%	-4%	5%	-10%	.	9%	7%
Cc1cccc(C)c1NC(=O)C1(C)CSCC(=O)N1CC(F)(F)F (centres undefined)	-2%	6%	-7%	5%	-3%	-6%	-1%	10%
COc1ccc(-c2[nH]c(-c3ccc(C)cc3)nc2SCC(=O)NC2CCCC2)cc1	4%	-11%	10%	15%	-15%	-13%	0%	-9%
CC(=O)c1sc(NC(=O)c2c(F)cccc2F)nc1C	-1%	-22%	?	-18%	i	-22%	27%	-5%
O=[N+]([O-])c1ccc(C(=Nc2cccc3ccccc23)N2CCOCC2)cc1	7%	18%	-16%	23%	-6%[57.5 µM]	2%	7%	-8%
Cc1ccc2nc(Nc3nc(C)cc(-c4ccccc4)n3)[nH]c(=O)c2c1	8%	14%	11%	-2%	-34%	7%	13%	-1%
CCOC(=O)c1ccccc1NC(=O)c1ccccc1N(C)S(C)(=O)=O	-4%	6%	4%	-4%	i	.	-22%	-5%
CN(C)c1nc(N)nc(CSc2n[nH]c(-c3ccccc3)n2)n1	4%	0%	-16%	10%	i	11%	-8%	-1%

# Taken from above.
# EPAC1 antagonist result of NC(=O)c1ccc(N2CCC(C(N)=O)CC2)c([N+](=O)[O-])c1 : 0%
# aSyn yeast inh result of CCCCC1(c2ccc(F)cc2)NC(=O)N(CC(=O)Nc2ccc(N3CCOCC3)cc2)C1=O (centres undefined) : -5%

# An excerpt of these results, with each value named.
> Clc1ccc(C2CSc3c4ncnc-4ncn32)cc1 (centres undefined)
  aSyn yeast inh: -1%	EPAC1 ag: 1%	EPAC1 antagonist: -11%	EPAC2 ag: 4%	PTHR1 agonist: -23%	FUS suppressor: 17%	TDP43 rescue: -6%[1.82 µM]	EPAC2 antag: -3%
> CC1CCCCC1NC(=O)NC(=O)COC(=O)c1nccnc1N (centres undefined)
  aSyn yeast inh: -12%	EPAC1 ag: -6%	EPAC1 antagonist: -1%	EPAC2 ag: -2%	PTHR1 agonist: -21%	FUS suppressor: 14%	TDP43 rescue: 21%	EPAC2 antag: 17%
> CC(C)(Cc1ccc(O)cc1)NC(=O)CC(=O)N/N=C/c1ccc([N+](=O)[O-])cc1
  aSyn yeast inh: 2%	EPAC1 ag: 3%	EPAC1 antagonist: -5%	EPAC2 ag: 7%	PTHR1 agonist: -20%	FUS suppressor: 16%	TDP43 rescue: -3%	EPAC2 antag: -2%
> Fc1ccc(Oc2nc(-c3ccccc3)nnc2C(F)(F)F)cc1
  aSyn yeast inh: ?	EPAC1 ag: -4%	EPAC1 antagonist: 9%	EPAC2 ag: 6%	PTHR1 agonist: -14%	FUS suppressor: -7%	TDP43 rescue: 10%	EPAC2 antag: 6%

# Complete entries, looked up by structure. Screens in order: aSyn yeast inh, EPAC1 ag, EPAC1 antagonist, EPAC2 ag, PTHR1 agonist, FUS suppressor, TDP43 rescue, EPAC2 antag
# Record of `O=[N+]([O-])c1ccc(C(=Nc2cccc3ccccc23)N2CCOCC2)cc1` = 7%, 18%, -16%, 23%, -6%[57.5 µM], 2%, 7%, -8%
# Record of `COc1ccc(-c2cc(C(=O)Nc3cccc(Cl)c3)no2)cc1` = -1%, 9%, -1%, 4%, i, -5%, 17%, -3%

# Only part of the results is shown, so the mix of outcomes need not match the whole.
